EBI2 antag: antagonists of human EBI2 receptor; P32249; EBI2 beta-arrestin recruitment, luminescence, 7a,25-OHC stimulated; inhibition, % at 5 µM; actives 0.81% (n = 360,000); AID 651636; in the data active means inhibition above about 38%;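 further: enzyme fragment complementation signal reports receptor beta-arrestin coupling in cells; 0% = agonist plus DMSO wells and 100% = wells without agonist; some results beyond the cut were filed as inactive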
Target sequence (P32249 whole entry, looked up, the tested form may be a part): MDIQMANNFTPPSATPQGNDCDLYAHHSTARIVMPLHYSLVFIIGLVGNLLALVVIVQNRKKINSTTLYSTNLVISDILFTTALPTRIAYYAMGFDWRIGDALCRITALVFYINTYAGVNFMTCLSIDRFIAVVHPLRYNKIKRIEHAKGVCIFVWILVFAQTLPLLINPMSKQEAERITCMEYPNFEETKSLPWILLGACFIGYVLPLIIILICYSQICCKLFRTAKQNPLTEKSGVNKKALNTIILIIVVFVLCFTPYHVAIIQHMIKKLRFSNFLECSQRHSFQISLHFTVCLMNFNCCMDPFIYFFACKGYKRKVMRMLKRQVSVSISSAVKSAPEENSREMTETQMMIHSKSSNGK
CXCR6 block: blocks human CXCR6 beta-arrestin recruitment; actives 0.36% (n = 360,000); O00574; inhibition, % at 20 µM; CHO-K1 PathHunter CXCR6 beta-arrestin, luminescence; in the data active means inhibition above about 34%, passing the limit was not always enough;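 further: antagonist mode with CXCL16 agonist at 10 nM final; 0% = 10 nM CXCL16 with DMSO and 100% = unstimulated wells without agonist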
Target sequence (O00574 whole entry, looked up): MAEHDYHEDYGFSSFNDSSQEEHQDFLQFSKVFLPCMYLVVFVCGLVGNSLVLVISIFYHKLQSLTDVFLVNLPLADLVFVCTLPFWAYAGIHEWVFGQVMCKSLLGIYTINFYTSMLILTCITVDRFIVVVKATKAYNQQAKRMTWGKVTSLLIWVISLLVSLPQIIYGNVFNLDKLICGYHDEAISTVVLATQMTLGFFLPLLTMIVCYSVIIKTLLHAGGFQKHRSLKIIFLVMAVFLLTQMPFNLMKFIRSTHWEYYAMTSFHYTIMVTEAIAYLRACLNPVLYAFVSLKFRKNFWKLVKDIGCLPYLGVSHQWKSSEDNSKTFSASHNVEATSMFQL
An asterisk follows results filed as active.

SMILES	EBI2 antag	CXCR6 block
CCN(Cc1ccccc1)N=Nc1ccccc1	10	0
CCCCn1nnnc1C(c1ccccc1)N1CCN(C(=O)C2CCCO2)CC1 (stereo not given)	-3	7
O=C1c2ccccc2CCC12OC2c1ccncc1 (stereo not given)	-10	-9
CCN1C(=O)[C@H]2[C@@H](c3ccc(C)cc3)N[C@]3(CCCN(Cc4cccn4C)C3=O)[C@H]2C1=O	-3	-2
CC(OC(=O)[C@H](C)N=C1NS(=O)(=O)c2ccccc21)C(=O)Nc1ccc(F)c(F)c1F (stereo not given in full)	-10	9
Cc1cc(C)nc(Nc2nc(C(N)CCc3ccccc3)cs2)n1 (stereo not given)	4	8
CC1(C2CC(=O)c3c(O)ccc(O)c3C2)OCCO1 (stereo not given)	-8	-5
CCN(CC)C(=O)c1csc(COCCO)n1	-8	-3
O=S(=O)(NC1CCN(Cc2ccccc2)CC1)c1ccc(F)c(F)c1	2	-6
CC(C)CC(=O)Nc1nnc(SCC(=O)NC2CCCC2)s1	-10	4
Cc1ccc(S(=O)(=O)N2C[C@H]3n4c(=O)ccc(=O)n4C[C@H](OC(=O)NCC4CCCCC4)[C@@]3(O)C2)cc1	3	-2
COCCNC(=O)C1(C)CCCN(C(=O)c2cc(F)ccc2C)C1 (stereo not given)	-4	3
CCCCOCCCNC(=O)C[C@@H]1C[C@@]2(C(=O)OC)CCCCC=C2N(Cc2ccco2)C1=O	-2	0
Cc1nc(C(F)(F)F)ccc1C(=O)N1CCC(C)(C(=O)O)C1 (stereo not given)	-8	3
CC(C)(C)c1ccc(CC(=O)N2CCC2(C)C(=O)O)cc1 (stereo not given)	-9	-8
CCOC(=O)c1c(C)oc(=O)c(CC)c1O	-5	-7
CC(C)(C)S(=O)N1Cc2cc(C(=O)NCc3ccc4c(c3)OCO4)nc(-c3cccc(-c4cc5ccccc5o4)c3)c2[C@@H]1CCO (stereo not given in full)	-5	0
CC1(C(=O)NS(=O)(=O)Cc2ccccc2C(F)(F)F)CCN1C(=O)C/C=C/c1ccccc1 (stereo not given)	-3	-11
CCOC(=O)[C@]12CCCC=C1N(Cc1ccc3c(c1)OCO3)C(=O)[C@H](CC(=O)NCCc1ccccc1OC)C2	2	2
O=C(Nc1nnc(-c2ccco2)o1)c1ccc(S(=O)(=O)N2CCCCC2)cc1	2	0
COc1cc(OC)nc(Nc2nc(C(N)CCc3ccccc3)cs2)n1 (stereo not given)	-7	2
CS(=O)(=O)N1CCCCC1c1cc(C(=O)Nc2ccccc2Cl)no1 (stereo not given)	-5	10
Cc1nc2cc(NC(=O)C3(C)CCCN(C(C)C)C3)ccc2o1 (stereo not given)	4	-8
COCc1cccc(-c2csc(C(O)c3cccc(OC)c3)n2)c1 (stereo not given)	-7	3
CC(=O)Nc1cc(-c2cccc(NS(C)(=O)=O)c2)cn2c(-c3cccc(C(C)=O)c3)cnc12	17	4

Further records follow.
SMILES	EBI2 antag	CXCR6 block
COc1ccc(NC(=O)CNCc2cccs2)c(OC)c1	-9	4
O=C1N2CCCCC1(Sc1ccccc1)CCC2 (stereo not given)	-5	4
CCOC(=O)N(C)c1c(CC)nc2c(OCCC3CCCCC3)cccn12	32	4
CC(C)Nc1nc(Nc2ccc(C(N)=O)cc2)c2sccc2n1	-5	0
O=C([C@H]1O[C@@H](n2ccc(=O)[nH]c2=O)[C@H](O)[C@@H]1O)N1CCN(Cc2ccccn2)CC1	-5	-4
CCOC(=O)C1=CCN(S(=O)(=O)c2ccc(F)cc2)C1c1cccc(F)c1 (stereo not given)	-27	1
COc1cc(CNc2ncnc3c2ncn3[C@H]2CN(CCN3CCOCC3)C[C@@H](CO)O2)cc(OC)c1OC	-5	8
CCCCNC(=O)C1(C)CCCCN1C(=O)c1cccc(OC(F)(F)F)c1 (stereo not given)	-9	-4
Cc1cccc(C)c1NC(=O)C(c1ccccc1OC(F)(F)F)N1CCN(c2ccc(F)cc2)CC1 (stereo not given)	11	-4
C=CCNc1ncnc2c1ncn2[C@H]1CN(Cc2ccc(F)cc2)C[C@@H](CO)O1	5	-6
O=C(c1ccco1)N1CCN(C2CN(Cc3ccc(F)cc3)S(=O)(=O)C2)CC1 (stereo not given)	0	-1
COc1cccc(-c2cc(NC=O)c3ncc(-c4ccc(OC)c(OC)c4)n3c2)c1	-1	-1
CC1=C(C(=O)N2CCOCC2)CC(CC(=O)NCCCCc2ccccc2)C(=O)N1CCC1=CCCCC1 (stereo not given)	7	3
COC(=O)[C@]12CCCCC=C1N(Cc1ccc(Cl)cc1Cl)C(=O)[C@H](CC(=O)NCc1cccc(C(F)(F)F)c1)C2	22	5
CCc1nc2ccc(C(=O)Nc3ccc(OC)c(OC)c3)cn2c1N(CC)Cc1cccc(Br)c1	20	0
Cc1ccc2c(CN3CCN(c4ccc(Cl)c(Cl)c4)CC3)cc(=O)oc2c1	5	-6
O=C1NC[C@@H](CCCCN2C[C@H](Cc3ccccc3)N(Cc3ccccc3)C(=O)C2=O)N(Cc2ccccc2)C1=O	2	4
C[C@@H]1CN([C@H](C)CO)C(=O)CCCn2nncc2CO[C@@H]1CN(C)C(=O)C1CCCCC1	-5	0
O=C(COC(=O)c1cc(=O)c2ccccc2o1)NCc1ccc(Cl)cc1	-11	2
C#CCN(C[C@@H]1[C@@H](OC(=O)Nc2cccs2)[C@@H](OC(=O)Nc2cccs2)Cn2c(=O)ccc(=O)n21)S(=O)(=O)c1ccc(C)cc1	7	6
CC(=O)Nc1cnc(-c2ccccc2O)cn1	-3	-1
O=C(NC(Cc1nn[nH]n1)C(=O)OCc1ccccc1)OCc1ccccc1 (stereo not given)	-6	4
C[C@H](O)[C@@H]1C(=O)N2CCc3c([nH]c4ccccc34)[C@@H]2C[C@@H]1N(C)C(=O)Nc1cccc2ccccc12	-14	-17
COc1ccccc1Cc1c(-c2cccc(Cl)c2)nc2ccc(Br)cn12	-3	7
COc1cccc(C(c2nnnn2C2CCCCC2)N2CCN(C/C=C/c3ccccc3)CC2)c1OC (stereo not given)	12	14

The last two records of the section before are carried over, then new ones follow.
SMILES	EBI2 antag	CXCR6 block
COc1ccccc1Cc1c(-c2cccc(Cl)c2)nc2ccc(Br)cn12	-3	7
COc1cccc(C(c2nnnn2C2CCCCC2)N2CCN(C/C=C/c3ccccc3)CC2)c1OC (stereo not given)	12	14
COc1cccc(C(O)c2ncc(-c3ccc(Cl)cc3)[nH]2)c1 (stereo not given)	4	-10
Cc1nc2ccc(C(=O)Nc3cccc(NS(C)(=O)=O)c3)cn2c1N(C)C(=O)CCc1ccccc1	2	-4
Cc1cc(OCC(=O)Nc2nnc(C3CC3)s2)ccc1Cl	3	-6
Nc1ncc(-c2ccc(-c3ccccc3)cc2F)cc1-c1ccccc1F	-6	-2
CCOC(=O)C1(C)CCN1C(=O)c1cc2ccccc2s1 (stereo not given)	4	-1
CCC(C)C(CO)NCCCn1cnc2c(OC)ncnc21 (stereo not given)	-7	43*
CCN(c1ccc(OC)cc1)S(=O)(=O)N1CCCC(C(=O)NCc2ccc(OC(C)C)cc2)C1 (stereo not given)	2	2
Cc1ccc(-c2nc3c(Cl)cc(C(F)(F)F)cn3c2Cc2ccsc2)cc1	13	-3
CCCS(=O)(=O)NC(=O)C1(C)CCN(C(=O)c2cc(F)ccc2C)C1 (stereo not given)	0	7
CCCCN1C(=O)C(CC(=O)NCC2CCCCC2)CC(C(=O)N(C)C)=C1C (stereo not given)	5	-3
CC(C)C[C@H]1CNC(=S)N1C[C@H]1CCCN1C[C@H](Cc1ccccc1)N1C[C@H](Cc2ccc(O)cc2)N(CC2CCCCCC2)C1=S	12	1
Cc1ccnc(Nc2cccnc2)n1	-3	-5
COCCNc1nc(NCc2cccc(OC)c2)c2sccc2n1	-9	-2
Cc1ccc(C(=O)O)cc1NCc1cccnc1	5	-4
O=C(Cn1c(=O)oc2cc(S(=O)(=O)N3CCCC3)ccc21)Nc1ccccn1	5	7
C[C@@H]1CN([C@@H](C)CO)C(=O)c2cc(Br)cnc2O[C@@H]1CN(C)S(C)(=O)=O	-3	-16
Cn1c(/N=C(\N)c2ccccc2)nc2ccccc21	2	-5
C[C@H]1CN([C@@H](C)CO)C(=O)c2cc(Br)cnc2O[C@H]1CN(C)C(=O)c1cnccn1	-4	-3
Cc1cc(C)c(S(=O)(=O)N2CCOC23CCN(S(C)(=O)=O)CC3)c(C)c1	-1	-4
CCOC(=O)CCCN(c1[nH]c(C)c(C)c1C#N)S(=O)(=O)c1ccc(C)cc1	-8	-2
CCN(CC(=O)Nc1c(F)cccc1F)C(=O)CCCSc1nc2ccccc2[nH]1	-1	-4
CCC[C@H]1CN(c2ccccc2)C(=O)[C@@H]1CC(=O)NC	-3	6
CNc1cc(-c2ccc(CC#N)cc2)ncn1	-9	8
O=C1NC[C@H](Cc2ccc(O)cc2)N(C[C@H]2CCCN2C[C@H](Cc2ccccc2)N2C[C@H](Cc3ccccc3)N(CCc3ccccc3)C(=O)C2=O)C1=O	1	1
O=C1c2ccccc2C(c2nnnn2-c2ccc3c(c2)OCCO3)N1Cc1ccc(F)cc1 (stereo not given)	-2	-3

Following part:
SMILES	EBI2 antag	CXCR6 block
CC(=O)Nc1ccc(-c2ccnc3c2CC(C)(C(=O)Nc2cccc(C(F)(F)F)c2)O3)cc1 (stereo not given)	-2	-4
COc1cc(C=CC(=O)c2ccccc2)cc(OC)c1OC	0	5
COc1ccc(-n2nnnc2C(c2cccc(OC)c2OC)N2CCN(C/C=C/c3ccccc3)CC2)cc1 (stereo not given)	17	18
CCN(c1ccccc1)S(=O)(=O)c1cccc(C(=O)NCC(c2ccc(OC)cc2)N2CCCCC2)c1 (stereo not given)	9	11
CN1CCC(N2CCN(C3CN(Cc4cn(Cc5ccc(F)cc5)nn4)S(=O)(=O)C3)CC2)CC1 (stereo not given)	-2	6
COc1cccc(C(C)(O)c2nc(-c3ccc4ccccc4c3)cs2)c1 (stereo not given)	3	0
CCOC1=C2[C@@H](CN(S(=O)(=O)c3ccc(C)cc3)[C@H]2c2cccc3ccccc23)[C@H]2C(=O)N(C3CCCCC3)C(=O)[C@H]2C1	4	-4
Cc1ccccc1S(=O)(=O)N(C)C[C@H]1OCc2cnnn2CCCC(=O)N([C@H](C)CO)C[C@H]1C	0	1
COc1ccc(NC(=O)N(C)C[C@@H]2OCc3cnnn3CCCC(=O)N([C@H](C)CO)C[C@H]2C)cc1	-4	-2

Some of the entries so far, bar-delimited:
mol | EBI2 antag | CXCR6 block
CCN(c1ccc(OC)cc1)S(=O)(=O)N1CCCC(C(=O)NCc2ccc(OC(C)C)cc2)C1 (stereo not given) | 2 | 2
Cc1ccc(-c2nc3c(Cl)cc(C(F)(F)F)cn3c2Cc2ccsc2)cc1 | 13 | -3
CCCS(=O)(=O)NC(=O)C1(C)CCN(C(=O)c2cc(F)ccc2C)C1 (stereo not given) | 0 | 7
CCCCN1C(=O)C(CC(=O)NCC2CCCCC2)CC(C(=O)N(C)C)=C1C (stereo not given) | 5 | -3
CC(C)C[C@H]1CNC(=S)N1C[C@H]1CCCN1C[C@H](Cc1ccccc1)N1C[C@H](Cc2ccc(O)cc2)N(CC2CCCCCC2)C1=S | 12 | 1
Cc1ccnc(Nc2cccnc2)n1 | -3 | -5
COCCNc1nc(NCc2cccc(OC)c2)c2sccc2n1 | -9 | -2
Cc1ccc(C(=O)O)cc1NCc1cccnc1 | 5 | -4
O=C(Cn1c(=O)oc2cc(S(=O)(=O)N3CCCC3)ccc21)Nc1ccccn1 | 5 | 7
C[C@@H]1CN([C@@H](C)CO)C(=O)c2cc(Br)cnc2O[C@@H]1CN(C)S(C)(=O)=O | -3 | -16
Cn1c(/N=C(\N)c2ccccc2)nc2ccccc21 | 2 | -5
C[C@H]1CN([C@@H](C)CO)C(=O)c2cc(Br)cnc2O[C@H]1CN(C)C(=O)c1cnccn1 | -4 | -3
Cc1cc(C)c(S(=O)(=O)N2CCOC23CCN(S(C)(=O)=O)CC3)c(C)c1 | -1 | -4
CCOC(=O)CCCN(c1[nH]c(C)c(C)c1C#N)S(=O)(=O)c1ccc(C)cc1 | -8 | -2
CCN(CC(=O)Nc1c(F)cccc1F)C(=O)CCCSc1nc2ccccc2[nH]1 | -1 | -4
CCC[C@H]1CN(c2ccccc2)C(=O)[C@@H]1CC(=O)NC | -3 | 6
CNc1cc(-c2ccc(CC#N)cc2)ncn1 | -9 | 8
O=C1NC[C@H](Cc2ccc(O)cc2)N(C[C@H]2CCCN2C[C@H](Cc2ccccc2)N2C[C@H](Cc3ccccc3)N(CCc3ccccc3)C(=O)C2=O)C1=O | 1 | 1
O=C1c2ccccc2C(c2nnnn2-c2ccc3c(c2)OCCO3)N1Cc1ccc(F)cc1 (stereo not given) | -2 | -3
CC(=O)Nc1ccc(-c2ccnc3c2CC(C)(C(=O)Nc2cccc(C(F)(F)F)c2)O3)cc1 (stereo not given) | -2 | -4
COc1cc(C=CC(=O)c2ccccc2)cc(OC)c1OC | 0 | 5
COc1ccc(-n2nnnc2C(c2cccc(OC)c2OC)N2CCN(C/C=C/c3ccccc3)CC2)cc1 (stereo not given) | 17 | 18
CCN(c1ccccc1)S(=O)(=O)c1cccc(C(=O)NCC(c2ccc(OC)cc2)N2CCCCC2)c1 (stereo not given) | 9 | 11
CN1CCC(N2CCN(C3CN(Cc4cn(Cc5ccc(F)cc5)nn4)S(=O)(=O)C3)CC2)CC1 (stereo not given) | -2 | 6
COc1cccc(C(C)(O)c2nc(-c3ccc4ccccc4c3)cs2)c1 (stereo not given) | 3 | 0

An excerpt; rates above refer to the full screens.
